# Assay outcomes (PubChem BioAssay)
# pCIP destab: p/CIP-EGFP fusion destabilizers, primary screen, fluorescence, F442A cells; Q05BA5; 16 h; decrease of EGFP signal, % at 10 µM; actives 0.01% (n = 290,000);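 active means EGFP signal decrease of at least 30% at 10 µM or well 3 SD below plate mean, unless failing retest; inactive means the rest, including hits failing retest or dose response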; further: some compounds called inactive have numbers as strong as hits; many of its hits are not listed in these tables
# IDE cell activ: human IDE activators in live cells, primary screen, fluorescence polarization, HEK cells, FAbeta-B substrate | Insulin-degrading enzyme (Homo sapiens), P14735 | actives 0.073% (n = 340,000) | AID 493087, 2011 | FAbeta-B cleavage; 0% vehicle, 100% cell-free pure enzyme wells | activation, % at 5.96 µM;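 active means activation above the mean of all tested compounds plus 3 SD, set per screening campaign, cut at about 17% in these data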
# GalR3 antagonist: GalR3 antagonists in HEK293 cells, primary screen, cell-based, fluorescence readout; actives 0.44% (n = 360,000); HEK293 GalR3-CNG cAMP membrane potential fluorescence; galR3 body fused to GalR1 C-terminus; Galanin receptor type 3 (Homo sapiens), O60755; inhibition, % at 3 µM;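 active means inhibition above the screen-wide average plus 3 SD, cut at about 13% in these data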;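 further: forskolin and galanin both at EC90 stimulate the cells; cAMP rise reported by CNG channel membrane potential dye signal; 0% = forskolin plus galanin with DMSO and 100% = forskolin alone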
# Target sequence (O60755 1-299 limits assumed): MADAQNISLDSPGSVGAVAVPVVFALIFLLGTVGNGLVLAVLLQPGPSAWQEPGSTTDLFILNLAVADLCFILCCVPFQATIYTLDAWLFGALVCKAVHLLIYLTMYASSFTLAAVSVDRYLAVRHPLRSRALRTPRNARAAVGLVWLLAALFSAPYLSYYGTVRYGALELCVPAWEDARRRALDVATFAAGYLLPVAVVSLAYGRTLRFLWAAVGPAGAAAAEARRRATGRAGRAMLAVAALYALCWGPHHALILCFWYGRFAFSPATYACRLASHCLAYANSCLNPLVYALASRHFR
# PHOSPHO1 inh: PubChem AID 1565; Phosphoethanolamine/phosphocholine phosphatase (Homo sapiens), Q8TCT1; actives 1.1% (n = 290,000); inhibition, % at 13.3 µM; recombinant PHOSPHO1, absorbance phosphatase assay; in the data active means inhibition above about 60%
# Target sequence (Q8TCT1 whole entry, looked up): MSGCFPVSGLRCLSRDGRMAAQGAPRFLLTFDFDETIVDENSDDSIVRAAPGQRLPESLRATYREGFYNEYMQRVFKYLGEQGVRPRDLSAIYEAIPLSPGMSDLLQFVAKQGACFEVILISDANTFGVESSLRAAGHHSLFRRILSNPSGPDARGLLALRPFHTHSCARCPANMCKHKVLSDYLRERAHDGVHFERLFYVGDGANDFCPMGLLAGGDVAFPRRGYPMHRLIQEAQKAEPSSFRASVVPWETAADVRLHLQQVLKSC
# CRFR2-BP antag: antagonists of CRF-BP/CRF-R2 complex, primary screen, cell-based, HEK293, calcium dye fluorescence, uHTS; CRF-induced calcium fluorescence; inhibition, % at 11.8 µM; actives 0.59% (n = 350,000); AID 588475, 2011;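 active means inhibition of the ligand-induced calcium signal above about 50% at the single tested concentration, limit read from the data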
# CRFBP-R2 agonist: agonists of CRF-BP/CRF-R2 complex, primary screen, cell-based, HEK293, calcium dye fluorescence, uHTS. CRF-binding protein / CRF receptor 2 complex (human). calcium dye fluorescence (FLIPR); percent of saturating CRF peptide response. activation, % at 13.2 µM. actives 0.46% (n = 350,000). AID 588473, 2011;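 active means activation of at least 50%, plus an integration ratio under a set limit after plate pattern correction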;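 further: plate controls were neutral control wells without compound for no effect and CRF at EC100 for full effect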
# IDE cell inh: human IDE inhibitors in live cells, primary screen, fluorescence polarization, HEK cells, FAbetaB substrate; actives 0.41% (n = 320,000); AID 434962, 2010; FAbetaB cleavage; inhibition, % at 5.59 µM; Insulin-degrading enzyme (Homo sapiens), P14735;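 active means percent inhibition above the average of all tested compounds plus 3 SD, set per screening campaign, cut at about 16% in these data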;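 further: IDE supplied by intact live HEK cells; FP after avidin binding of uncleaved biotin substrate so inhibition keeps polarization high; 0% = DMSO wells and 100% = 60 µM reference IDE inhibitor Ii1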
# M4 PAM: human M4 muscarinic receptor positive allosteric modulators, primary screen, CHO-K1 cells, Fluo-8 calcium fluorescence; activation, % at 3 µM; actives 0.4% (n = 360,000); CHO-K1 hM4/Gqi5, ACh EC20; 0% = ACh EC20, 100% = maximal ACh;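 active means activation above its plate's cutoff, the mean activation of sample wells plus 3 SD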; further: some results filed as inactive read as strong as hits
# Target sequence (P08173 whole entry, looked up): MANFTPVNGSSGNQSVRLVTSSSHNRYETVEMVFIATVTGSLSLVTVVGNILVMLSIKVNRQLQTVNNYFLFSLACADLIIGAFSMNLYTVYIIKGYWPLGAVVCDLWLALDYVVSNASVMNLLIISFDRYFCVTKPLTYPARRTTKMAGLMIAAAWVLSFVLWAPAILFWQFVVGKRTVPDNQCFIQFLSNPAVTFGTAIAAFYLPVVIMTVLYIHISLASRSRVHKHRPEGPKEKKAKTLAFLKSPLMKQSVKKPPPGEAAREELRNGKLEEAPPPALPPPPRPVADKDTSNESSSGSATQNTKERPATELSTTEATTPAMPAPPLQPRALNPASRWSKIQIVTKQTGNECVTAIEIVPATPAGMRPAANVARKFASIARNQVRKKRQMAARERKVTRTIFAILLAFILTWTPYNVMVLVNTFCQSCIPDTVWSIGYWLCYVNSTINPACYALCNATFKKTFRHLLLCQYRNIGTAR
# MEKK3 PB1 HTS: modulators of MEKK3-MEK5 PB1 binding, primary screen, biochemical, wildtype MEKK3, multiplex bead flow cytometry, Alexa488-MEK5; binding response (% of control), % at 10 µM; Mitogen-activated protein kinase kinase kinase 3 (Homo sapiens), Q99759; bead-based flow cytometry, Alexa488-MEK5 binding to MEKK3; actives lie on both sides; 0 = blocked by unlabeled MEK5, 100 = vehicle; actives 1.4% (n = 290,000);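 active means binding response more than 3 SD above or below the average of its plate-row segment, actives on both sides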;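 further: Alexa488 bead fluorescence after subtracting the streptavidin-only scavenger bead signal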
# Active calls of the source: *; . = not tested or not shown.
SMILES,pCIP destab,IDE cell activ,GalR3 antagonist,PHOSPHO1 inh,CRFR2-BP antag,CRFBP-R2 agonist,IDE cell inh,M4 PAM,MEKK3 PB1 HTS
CCSc1nc2sc3c(c2c(=O)[nH]1)CC(C)(CC)OC3 (stereo unspecified),-18,-1,5,4,-33,-0.9,2,-4,102
O=S(=O)(c1ccc(Cl)cc1)N1CCSC1c1ccco1 (stereo unspecified),6,5,-5,68*,-5,-0.6,1,-1,93
CCCCC(=O)Nc1cccc(NC(=S)NC(C)=O)c1,-1,6,-1,-1,-9,-1.2,3,-3,96
CN(C)C(=O)c1nc2ccc(Cl)cn2c1CNCc1cccc(OC(F)(F)F)c1,-4,-2,-6,50,21,-6.8,3,-4,106
CCN(CC)C(=O)CC(c1ccc(F)cc1)c1ccco1 (stereo unspecified),-4,3,5,23,14,0.4,-1,1,108
O=C1NC2=C(C(=O)CCC2)C(c2ccc(OC(F)F)cc2)N1 (stereo unspecified),-19,-3,-7,27,-12,0.6,1,2,99
COc1ccc(NC(=S)N/N=C/c2ccc(F)c(F)c2)cc1,-8,3,0,10,-1,1.0,-2,13,97
NC(=O)c1sc2nc(-c3cccnc3)ccc2c1N,-9,.,2,14,-9,3.4,3,-2,103
Cc1c(S(=O)(=O)Nc2ccc3c(c2)OCCO3)c(=O)n(C)c(=O)n1C,-7,2,.,30,31,-6.7,-3,-2,102
Cn1nccc1C(=O)NC1CC(C)(C)Cc2c1cnn2-c1ccc(F)cc1 (stereo unspecified),0,0,-1,36,1,-6.8,3,0,101
O=C(COC(=O)Cn1cnc2ccccc2c1=O)Nc1cc(Cl)ccc1[N+](=O)[O-],-2,5,-5,9,20,-1.7,5,-5,99
CC(NC(=O)c1cc2c(cc1Cl)N1CCCCCC1=NS2(=O)=O)c1ccc(S(N)(=O)=O)cc1 (stereo unspecified),.,5,-6,.,0,0.4,2,2,.
CC(C)n1c(=NC(=O)c2ccco2)c(C#N)cc2c(=O)n3ccccc3cc21,-10,0,-3,-11,9,1.6,7,2,.
CCOC(=O)N1CCN(C(=O)CSc2nc(=O)n3ccccc3n2)CC1,.,-3,-4,.,13,-0.6,3,5,.
CCOc1ccc(N(C(=O)/C=C/C(=O)Nc2cc(C)on2)C(C(=O)NC2CCCC2)c2ccccc2C)cc1 (stereo unspecified),-13,3,-2,16,-19,0.4,8,-4,104

# Three structures from above, arranged by molecular weight, largest number first:
SMILES,pCIP destab,IDE cell activ,GalR3 antagonist,PHOSPHO1 inh,CRFR2-BP antag,CRFBP-R2 agonist,IDE cell inh,M4 PAM,MEKK3 PB1 HTS
O=C(COC(=O)Cn1cnc2ccccc2c1=O)Nc1cc(Cl)ccc1[N+](=O)[O-],-2,5,-5,9,20,-1.7,5,-5,99
CCOC(=O)N1CCN(C(=O)CSc2nc(=O)n3ccccc3n2)CC1,.,-3,-4,.,13,-0.6,3,5,.
CCCCC(=O)Nc1cccc(NC(=S)NC(C)=O)c1,-1,6,-1,-1,-9,-1.2,3,-3,96

# Later entries
SMILES,pCIP destab,IDE cell activ,GalR3 antagonist,PHOSPHO1 inh,CRFR2-BP antag,CRFBP-R2 agonist,IDE cell inh,M4 PAM,MEKK3 PB1 HTS
Cc1noc(C)c1CSc1nnc(-c2cccnc2)n1C1CCCCC1C (stereo unspecified),0,-8,-5,18,2,-0.7,8,-2,103
COc1ccc(-n2c(C)cc(C(=O)COC(=O)Cn3cnc4ccccc43)c2C)cc1,-18,4,100*,20,17,-0.9,-9,-11,107
CC(C)Nc1nc(Oc2ccc(=O)n(-c3ccccc3)n2)nc(N(C)C)n1,-7,11,-7,37,2,0.9,-6,4,98
Cc1ccc(NS(=O)(=O)c2cc(C(=O)NCc3cccnc3)ccc2C)cc1,-1,-6,-6,47,-3,-0.7,.,6,102
COCCN(C(=S)Nc1ccc(OC)cc1)C1CCN(C(C)C)CC1,13,-1,-1,2,13,1.1,1,-1,134*
Cc1ccc(C(=O)Nc2ccc(N3CCN(C)CC3)cc2)cc1C,3,0,-10,36,6,-1.9,2,-6,102
N#Cc1ccc(S(=O)(=O)N2CCC(N3CCCCC3)CC2)cc1,21,5,-7,10,-2,0.3,2,0,104
CCn1c(CNC(=O)COc2c(C)cccc2C)nnc1SCC(=O)Nc1nccs1,-13,0,-5,11,7,-4.7,-1,-5,92
Cc1ccc(P(=O)(CO)c2ccc(C)cc2)cc1,0,2,-5,7,-4,-1.9,8,0,104
C/C(=N\NC(=O)C(N)=O)c1ccc(O)cc1O,15,2,-4,32,-11,0.1,-2,7,96
CCN(CC)CCN1C(=O)C(O)=C(C(=O)c2cccs2)C1c1ccc(C)o1 (stereo unspecified),-14,0,-4,-14,12,-0.9,1,-8,96
N#Cc1ccccc1NC(=O)C1SC(=Nc2ccccc2)C(C(=O)Nc2ccc(Cl)cc2)=C1N (stereo unspecified),-1,1,5,30,-18,2.2,3,-6,98
Fc1cccc(-c2cc3nc4c(c(N5CCC6(CC5)OCCO6)n3n2)CCCC4)c1,8,-2,-2,-4,-14,-0.7,4,0,83
CCc1noc(C)c1C(=O)N(CC)c1nc2c(C)cccc2s1,.,0,-4,.,11,0.8,5,5,.
CCNC(=S)N1CCN(CCN=CC2=C(O)CC(c3cccs3)CC2=O)CC1 (stereo unspecified),-2,2,-5,5,-4,-0.7,2,-1,108
O=C(O)c1ccc(CSc2nc(-c3ccccc3)cc(C(F)(F)F)n2)cc1,-6,1,2,3,18,4.2,2,0,106
COc1ccc(NC(=S)N2CCC(c3nc4ccccc4[nH]3)CC2)c(OC)c1,-8,3,-11,33,-2,-2.0,4,-8,104
O=C(CCc1nnc(C2CCCCC2)o1)N1CCN(c2ccccc2F)CC1,-2,-9,4,11,2,6.1,10,6,101
CN1C(=O)NC(c2ccc(O)cc2)C2=C1CN(c1cccc3ccccc13)C2=O (stereo unspecified),6,-1,-2,-15,12,-4.1,0,-4,86
O=C(NC(NCc1ccccc1)C(Cl)(Cl)Cl)c1cccnc1 (stereo unspecified),6,6,-4,-18,19,-2.2,-8,-6,106
COC(=O)c1cccc(NC(=O)CCc2cc(OC)c(OC)c(OC)c2)c1,-13,0,2,-4,27,-0.8,-1,11,101
CCOc1cc(C2NC(=O)NC2=O)ccc1O (stereo unspecified),3,7,4,26,-17,0.7,-3,-2,100
Cc1ccc(C(=O)O)cc1N1C(=O)c2cccc3c([N+](=O)[O-])ccc(c23)C1=O,-28,1,-9,19,-4,5.6,6,5,102
C=CCn1c(SCC(=O)NC2CCCCC2)nnc1C(C)NC(=O)c1cccs1 (stereo unspecified),0,0,-6,-9,10,-3.7,-2,3,103
Cc1c(Nc2nc3ccccc3nc2NS(=O)(=O)c2cccs2)c(=O)n(-c2ccccc2)n1C,-10,2,-3,25,16,3.1,3,7,102
CCOC(=O)C1CCN(C(=O)COc2cc(C)c(Br)cc2C)CC1,-4,1,-5,7,-5,-2.5,2,-1,102
COC(=O)CCSCC(=O)Nc1nnc(C)s1,-3,7,.,19,14,-1.3,-3,-1,103
COc1cccc(CN(C)Cc2cc(=O)oc3cc(O)c(Cl)cc23)c1,-8,1,-6,36,4,2.9,2,0,105
CC1C(=O)N(Cc2cn(CCC3OCCO3)nn2)CCS(=O)(=O)N1Cc1ccc(-c2cccc(CO)c2)cc1 (stereo unspecified),.,.,-7,.,0,0.1,.,5,.
O=c1c2ccccc2oc2ccc(C#CC3(O)CCCCC3)cc12,.,-2,-9,.,-14,0.9,6,-14,110
Cc1c(C(=O)NCCN2CCOCC2)oc2ccc(S(=O)(=O)N3CCCCCC3)cc12,-1,-1,-3,-14,-2,-0.2,-2,8,110
CC(C(=O)NCC1CCCO1)N1C(=O)C2C3CC(C(Br)C3Br)C2C1=O (stereo unspecified),7,-2,-7,37,4,-1.6,5,0,91
O=C(C1CCCN(S(=O)(=O)Cc2ccccc2)C1)N1CCC(Cc2ccccc2)CC1 (stereo unspecified),-4,-6,-6,8,-8,-4.5,14,-11,93
COc1ccc(-n2ncc3c(N4CCCCC4)ncnc32)cc1,5,4,.,-15,-12,-2.7,-1,0,97
C(=N\c1nc2ccccc2n1CCN1CCCCC1)/c1ccc2c(c1)OCO2,-6,1,6,-10,5,0.5,0,10,108
COc1ccc(N2CCN(C(=O)C(OC(C)=O)c3ccccc3)CC2)cc1 (stereo unspecified),-3,1,-6,-7,12,4.9,8,-9,94
CC(CC(=O)Nc1ccc(Cl)c([N+](=O)[O-])c1)c1ccccc1 (stereo unspecified),-3,6,-4,8,20,2.1,1,-8,105
O=C(Nc1ccc(S(=O)(=O)N2CCCCC2c2cccnc2)cc1)c1c(F)cccc1F (stereo unspecified),7,-5,-6,27,-9,0.4,10,-8,.
O=C(O)/C=C/C(=O)Nc1ccc(C(=O)c2ccccc2)cc1,-1,-5,-7,10,-3,-0.4,2,3,101
O=C(Cn1nnc(-c2cc(Cl)ccc2-n2cnnn2)n1)N1CCCc2ccccc21,5,3,-2,-7,11,-2.3,-1,2,103
CC1CCc2onc(C(=O)NCc3ccco3)c2C1 (stereo unspecified),-11,6,0,-10,-5,0.1,1,6,103
CCc1nnc(NC(=O)CCC(=O)N2CCCC(O)C2)s1 (stereo unspecified),0,-4,-9,12,-6,4.5,1,2,103
CCOC(=O)/C(C#N)=C\c1cn(C)c2ccccc12,2,-3,-2,3,17,-1.4,7,4,98
O=C(CCc1ccccc1)NNc1ccc(F)cc1,2,4,-3,16,3,-0.3,2,-2,102
CCOCCCNC(=O)C(NC(=O)c1ccc(NC(C)=O)cc1)c1ccc(OC)cc1 (stereo unspecified),-4,4,-9,-5,7,1.0,1,2,94
O=S(=O)(NCCSCc1ccc(Cl)cc1Cl)c1ccc2c(c1)OCCO2,-3,-5,0,22,-2,0.8,2,-3,106
O=C(Nc1ccc(Cl)cn1)c1ccccc1[N+](=O)[O-],8,8,-5,-11,4,-0.7,-1,9,104
CCCN1CCC(=NNc2ccc(S(=O)(=O)N(CC)CC)cc2[N+](=O)[O-])CC1,-1,1,0,23,23,0.3,3,-3,101
COc1cc(OC)nc(NC(=O)COC(=O)C2CCCCC2)n1,8,2,-4,-18,-6,-0.5,1,3,99
COc1ccc(/C(C)=N/Nc2nccnc2Cl)cc1,.,2,-2,.,3,0.8,-2,0,.
COc1cc(C)c(S(=O)(=O)N2CCCC2)cc1C(C)C,-26,4,-3,15,-12,4.3,-1,4,102
N#CCC(=O)Nc1ccc(C(=O)NCC(c2ccco2)N2CCCCC2)cc1 (stereo unspecified),-3,-1,-6,4,-3,2.2,2,-12,102
O=C1COc2ccc(NC(=O)c3ccccc3C(=O)O)cc2N1,-13,3,-10,24,1,-0.2,0,3,110

# Some values from the entries so far:
# Result of O=S(=O)(NCCSCc1ccc(Cl)cc1Cl)c1ccc2c(c1)OCCO2 under GalR3 antagonist: 0
# Result of N#CCC(=O)Nc1ccc(C(=O)NCC(c2ccco2)N2CCCCC2)cc1 (stereo unspecified) under CRFR2-BP antag: -3
# Result of O=C(Nc1ccc(Cl)cn1)c1ccccc1[N+](=O)[O-] under IDE cell inh: -1
# Result of COc1cc(OC)nc(NC(=O)COC(=O)C2CCCCC2)n1 under CRFR2-BP antag: -6
# Result of COc1cc(C)c(S(=O)(=O)N2CCCC2)cc1C(C)C under M4 PAM: 4
# Result of COc1ccc(/C(C)=N/Nc2nccnc2Cl)cc1 under CRFBP-R2 agonist: 0.8
